# From PubChem
# ELG1 genotoxic: genotoxicity induction in ELG1-luciferase HEK293T cells. HEK293T ELG1-luciferase reporter, luminescence, 16 h. AID 504466. 330,000 compounds, 1.3% hits. Potency, µM (top dose mostly 46 µM), for the others: top-dose activity change, positive = activation, hits mostly activators; also: % of control where 0% means no effect; nearly all actives have a fitted effect of over 60% in size
#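 Cells (2,000/well) expressing the ELG1-luciferase fusion are dosed by pin tool and kept 16 hr at 37 °C, 5% CO2. Signal comes from ONE-Glo luciferase reagent after 30 min at room temperature.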
# Rab9 prom act: Rab9 promoter activation; Potency, µM (series often up to 9.22 µM), inactives show at the highest dose activation, negative = inhibition, hits mostly activators; Huh7 Rab9 promoter-luciferase reporter, luminescence, 24 h; 320,000 compounds, 2.8% hits; also: % of control where 0% means no effect; nearly all actives have a fitted effect of over 60% in size
#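 Cells were plated at 1500 per well in reduced-serum medium with 10% FBS and left 2 h. Compound in DMSO was then added for 24 h at 37 °C. Reporter signal was read by luminescence after 10 min with luciferase detection reagent.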
# RORgamma inh: blocks mouse ROR gamma transcriptional activity; P51450; Drosophila S2 Gal4-RORgamma UAS-luciferase reporter, 20 h; Potency, µM (doses to about 53.6 µM), for the others: top-dose activity change, negative = inhibition, most hits filed as inhibitors; 310,000 compounds, 5.4% hits; AID 2551; also: % is scaled to controls: 0 for no effect and ±100 for the full control effect; nearly all actives have a fitted effect of over 60% in size
# Target sequence (P51450 whole entry, looked up, the tested form may be a part): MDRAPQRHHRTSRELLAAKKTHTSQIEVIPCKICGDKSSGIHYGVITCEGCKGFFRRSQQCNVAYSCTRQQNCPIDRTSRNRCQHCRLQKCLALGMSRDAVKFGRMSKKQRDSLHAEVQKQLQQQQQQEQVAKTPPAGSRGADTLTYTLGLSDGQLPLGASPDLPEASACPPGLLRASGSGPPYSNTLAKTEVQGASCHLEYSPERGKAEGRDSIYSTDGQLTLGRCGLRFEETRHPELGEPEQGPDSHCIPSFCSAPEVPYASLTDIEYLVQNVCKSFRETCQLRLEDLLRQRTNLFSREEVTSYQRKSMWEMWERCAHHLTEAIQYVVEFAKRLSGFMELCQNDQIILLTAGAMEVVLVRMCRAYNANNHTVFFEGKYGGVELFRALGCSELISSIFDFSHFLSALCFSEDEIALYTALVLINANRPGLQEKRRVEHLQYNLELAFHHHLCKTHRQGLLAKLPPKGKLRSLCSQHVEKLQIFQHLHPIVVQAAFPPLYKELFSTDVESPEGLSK
#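 Schneider cells (Drosophila), stable Gal4 DBD–ROR gamma + UAS-luc; 1 hr cmpd preincubation; Cu2+ induction 700 uM final; 20 hr ambient; luminescence.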
# FLuc modulator: counter-screen for miR-21 project: firefly luciferase inhibitors or activators | purified FLuc, Km substrates, luminescence inhibition | Potency, µM (highest dose often 57.5 µM), without a hit: top-dose activity change, negative = inhibition, usual class: inhibitors | 360,000 compounds, 6.9% hits;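 also: plate controls were vehicle for no effect and reference inhibitor for full effect; nearly all actives have a fitted effect of over 55% in size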
#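 Purified P. pyralis luciferase (10nM final) with 10uM D-luciferin and 10uM ATP (Km levels) in 50mM Tris acetate pH 7.5, 10mM Mg acetate, 0.01% Tween-20, 0.05% BSA; qHTS 6-point titration, ~60 µM downward; luminescence read.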
# MBNL1 CUG block: blocks human MBNL1 binding to CUG repeat RNA. Q9NR56. TR-FRET MBNL1-His/biotin-(CUG)12 binding, 665/545 ratio. Potency, µM (doses to about 57.5 µM), for inactives: at the highest dose activity change, negative = inhibition, hits mostly inhibitors. 280,000 compounds, 0.036% hits. AID 2675; active = well fitted inhibition curve with a large enough effect in the signal ratio, with a control signal flat, not every such curve was filed as active; inconclusive = small, poorly fitted or top-dose-only effect, or effect the other way, or a change in a side signal; inactive = no such curve, though single readings can be large or run the other way; the % refers to the signal ratio; also: % is scaled to controls: 0 for no effect and ±100 for the full control effect
# Target sequence (Q9NR56 whole entry, looked up): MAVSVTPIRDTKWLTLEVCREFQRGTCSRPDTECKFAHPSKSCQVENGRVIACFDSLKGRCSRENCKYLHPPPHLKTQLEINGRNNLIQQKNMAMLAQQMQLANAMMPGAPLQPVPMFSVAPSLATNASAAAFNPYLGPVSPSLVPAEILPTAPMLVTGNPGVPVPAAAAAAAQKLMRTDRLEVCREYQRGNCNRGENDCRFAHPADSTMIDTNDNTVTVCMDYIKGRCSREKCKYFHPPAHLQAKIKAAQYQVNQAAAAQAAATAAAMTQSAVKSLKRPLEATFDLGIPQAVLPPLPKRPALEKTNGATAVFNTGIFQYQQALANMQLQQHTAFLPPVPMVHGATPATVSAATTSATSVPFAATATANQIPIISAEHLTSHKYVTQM
#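 MBNL1-His + Biotin-(CUG)12, cpd titration 92 nM–58 uM; Tb anti-His Ab 0.055 ng/ul, SA-XL665 5 nM (final); 60 min RT; ratiometric 665/545 nm, Ex 340 nm; normalized to buffer and full-complex controls.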
# NPC1 prom act: activators of NPC1 promoter; Huh7 NPC1 promoter luciferase reporter, 24 h; Potency, µM (titrated, usually from 9.22 µM), for inactives: at the top dose activation, actives largely listed as activators; 320,000 compounds, 2.4% hits; AID 485313;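 also: % of control where 0% means no effect; nearly all actives have a fitted effect of over 60% in size; reporter is driven by a mutant NPC1 promoter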
#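 Readout is luciferase luminescence, reflecting NPC1 promoter activation in stably transfected Huh7 cells after 24 h compound exposure at 37 °C in reduced-serum medium with 10% FBS.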
# p53 reactivator: mutant p53 re-activation in reporter cells; Potency, µM (titrated, usually from 92.2 µM), for the others: at the top dose activity change, positive = activation, most hits filed as activators; H1299 p53-A138V BP100-luciferase reporter, luminescence, 24 h; 320,000 compounds, 0.063% hits; also: % of control where 0% means no effect; nearly all actives have a fitted effect of over 45% in size
#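 p53-null H1299 cells stably carrying temperature-sensitive p53-A138V and a BP100-luciferase reporter were pinned with compounds (4-point, 1:5 series) and held 24 hrs at 37 deg C. Luminescence was read 10 min after detection reagent.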
# uPA generation: blocks generation of uPA at the cell surface; Potency, µM (top dose mostly 38.3 µM), for the others: top-dose activity change, negative = inhibition, hits mostly inhibitors; cell surface uPA generation assay, qHTS; 330,000 compounds, 0.31% hits; active = well fitted inhibition curve with a large enough effect; inconclusive = small, poorly fitted or top-dose-only effect; inactive = no such curve, though single readings can be large or run the other way; tested in mouse RAW 264.7 cells; also: % is scaled to controls: 0 for no effect and ±100 for the full control effect; nearly all actives have a fitted effect of over 55% in size
# BRCA1 expr act: increases BRCA1 expression; MCF7-BRCA1-FFLuc reporter, luminescence, 48 h; response scale: scaled: vehicle 0%, 10 µM genistein 100%; 380,000 compounds, 1.1% hits; Potency, µM (doses to about 46.1 µM), for inactives: at the top dose activation, most hits filed as activators; also: nearly all actives have a fitted effect of over 80% in size; some results filed as inactive show a strong effect at the top dose
#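 Activators of BRCA1 expression were detected as increased firefly luciferase luminescence in engineered MCF7 cells after 48 h compound incubation. Signals were scaled to genistein 10 microM as full activation.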
# VP16 counter: inhibits Gal4-VP16 luciferase reporter, ROR gamma counter-screen; 310,000 compounds, 3.5% hits; Drosophila S2 Gal4-VP16 UAS-luciferase, luminescence, 20 h; Potency, µM (highest dose often 53.6 µM), without a hit: at the top dose activity, negative = inhibition, most hits filed as inhibitors;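 also: Gal4-VP16 expression switched on by copper sulfate through the metallothionein promoter; % is scaled to controls: 0 for no effect and ±100 for the full control effect; nearly all actives have a fitted effect of over 50% in size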
# Starred values were filed as active, the others as inactive; ? = inconclusive; . = no result given; [ ] = remark or other dose. Unless noted, calls follow the shape of the dose curve; as a rule, active = well fitted curve in the direction sought with a large enough effect; inconclusive = small, poorly fitted or top-dose-only effect, or another doubt; inactive = no such curve, though single readings can be large; an effect the other way counts as inactive or inconclusive. Potency is read from the fitted curve at half-maximal effect.
# The line under a structure holds: ELG1 genotoxic | Rab9 prom act | RORgamma inh | FLuc modulator | MBNL1 CUG block | NPC1 prom act | p53 reactivator | uPA generation | BRCA1 expr act | VP16 counter
> CNC(=O)COC(=O)c1ccccc1Oc1ccccc1
    1% | 1% | -2% | 2% | 1% | -5% | 3% | 2% | 0% | -2%
> O=C(NNc1ncccc1Cl)c1c(Cl)cccc1Cl
    -8% | 9% | 4µM* | 0% | . | -6% | 5% | -3% | -30% | 14µM*
> Cc1ccnc(NC(=O)C2CCN(S(=O)(=O)c3ccc4c(c3)CC(C)N4C(=O)C3CCC3)CC2)c1 (stereo not drawn)
    -18% | 0% | ? | 1% | -8% | -3% | -12% | -10% | -24% | 6%
> CCn1nnnc1SCC(=O)N1CCN(Cc2ccc3c(c2)OCCO3)CC1
    -3% | -6% | . | 2% | . | -3% | 2% | -2% | 0% | .
> CCOC(=O)C1=C(C)N(c2ccccc2)C(=O)NC1c1cccc([N+](=O)[O-])c1 (stereo not drawn)
    0% | -3% | 30% | 4% | . | 1% | -2% | -6% | -16% | -2%
> CCOc1cc(C(=O)OCc2ccc(OC)cc2)ccc1OCC(=O)N1CCOCC1
    -1% | -1% | . | -1% | . | 3% | -4% | -2% | -2% | .
> Cc1ccc2c(c1)c1c(n2CC(O)CN2CCCCCC2)CCCC1 (stereo not drawn)
    -3% | -1% | 20% | -2% | -7% | -2% | -7% | 2% | -38% | -5%
> COc1cccc(-c2csc(NC(=O)Oc3ccccc3)n2)c1
    21% | 1% | -10% | 12µM* | -3% | 25% | ? | -3% | 10µM* | -1%
> S=C(c1ccc(-c2ccc(Cl)cc2)o1)N1CCCCC1
    2.6µM* | 1.4µM* | ? | 1.1µM* | 3% | 1.3µM* | ? | . | ? | ?
> Cc1cccc(C(=O)NCC(=O)N(C)Cc2nc3ccccc3c(=O)[nH]2)c1
    0% | . | . | . | . | . | -9% | 0% | 11% | .
> O=C(O)CN1C(=O)C2(OCCCO2)c2ccccc21
    -1% | -3% | -14% | 0% | 15% | 0% | -7% | . | 11% | 3%
> Cc1ccc(NC(=S)N2CCCC2)cc1Cl
    16% | 6% | 16µM* | -16% | -2% | 12% | -1% | 1% | 27% | ?
> NS(=O)(=O)c1ccc(NC(=O)COC(=O)c2ccc3c(c2)OCCO3)cc1
    -3% | 1% | 38% | 6% | -3% | 1% | 0% | 2% | -9% | 1%
> C#CC(C)(C)NC(=O)c1cnc(-c2ccccc2)nc1-c1ccccc1
    -6% | -4%[1.84 µM] | -14% | 0% | 0% | -11% | -3% | -14% | -14% | -21%
> Cc1ccc(C2=NCCNC2=O)c(C)c1
    -1% | -1% | -2% | -1% | -5% | -3% | -11% | . | 1% | -2%
> Cc1ccc(SCc2nnc(NC(=O)c3ccccc3)s2)cc1
    -2% | 2% | -5% | 3% | -3% | 0% | -1% | 4% | -3% | 11%
> O=C(CSc1n[nH]c(=O)[nH]c1=O)Nc1ccccc1C(=O)c1ccccc1
    -9% | 1% | 33% | -3% | 0% | -5% | 0% | 1% | 21% | -6%
> Cc1ccc(C)c(N=Nc2nc3ccccc3n2C)c1
    ? | 2µM* | 3.2µM* | 0.95µM* | 13% | 3.2µM* | 15% | ? | 5% | 8.9µM*
> COc1cc2c(CCNC(C)=O)c[nH]c2cc1Cl
    ? | 19%[46.1 µM] | 3% | -5% | . | 19%[46.1 µM] | 6% | 15% | 0% | 2%
> C=CCN(Cc1ccc(Cl)s1)C(=O)c1ccc(F)c(S(=O)(=O)N2CCOCC2)c1
    -2% | . | . | . | . | . | 0% | -15% | -27% | .
> CCn1c(C(=O)N2CCC(C(=O)NCCCSC3CCCCC3)CC2)cc2sccc21
    -25% | -5% | -60% | 10% | -11% | 0% | 5% | -23% | -23% | 14µM*
> Cn1cccc1C(=O)C(=O)Nc1ccc(Cl)cc1
    ? | 0.5µM* | -22% | 1.9µM* | 6% | 0.79µM* | ? | 1% | 4.5µM* | -27%
> O=C(CSC(=O)c1ccccc1)Nc1ccccc1F
    0% | . | . | . | . | . | -1% | 3% | -9% | .
> CN1CCN(C(=O)c2cc3ccccc3cc2O)CC1
    1% | 3% | . | -2% | . | 4%[1.84 µM] | 0% | 1% | 8% | .
> O=C(NCC1CCCO1)c1sc(=S)n2c1[nH]c(=O)c1ccc(C(=O)N3CCCCC3)cc12 (stereo not drawn)
    -2% | 1% | ? | 21µM* | ? | -5% | 9% | -3% | -1% | -2%
> Nc1nc(Sc2c([N+](=O)[O-])cc(C(F)(F)F)cc2[N+](=O)[O-])n[nH]1
    -1% | 10% | 10µM* | -1% | . | 0% | -12% | -8% | -13% | 16µM*
> Cc1ccc(N(C(=O)CNC(=O)c2ccco2)C(C(=O)NC2CCCC2)c2cccnc2)c(C)c1 (stereo not drawn)
    -2% | 3% | 5% | 2% | -4% | 2% | -1% | -1% | 1% | -10%
> CCN(CCCNC(=O)CN1C(=O)COc2ccccc21)c1cccc(C)c1
    -3% | 2% | 11% | -2% | 10% | -1% | -6% | 7% | -1% | 1%
> CCCc1[nH]nc2c1C1(C(=O)N(C(C)C)c3ccccc31)C(C#N)=C(N)O2 (stereo not drawn)
    11% | -3% | -2% | 0% | 2% | -1% | -11% | 9% | -18% | 10%
> O=C(Nc1cccnc1)c1cc(-c2cccc(Cl)c2)on1
    2% | 2% | -3% | -16% | -5% | -3% | -2% | . | -15% | 0%
> O=C(CN1CCN(c2ccccn2)CC1)Nc1cccc(Cl)c1Cl
    -5% | -2% | -20% | 1% | 0% | -3% | -8% | -17% | -40% | -5%
> CC(=O)NC1=NN(C(C)=O)C(c2ccc(C(C)C)cc2)S1 (stereo not drawn)
    13% | -4% | 28% | 0% | . | 0% | 6% | 0% | 2% | -16%
> Cc1[nH]c2ccccc2c1/C=N/NC(=O)c1ccc(N)cc1
    7% | 1% | -4% | 12µM* | 8% | -5% | 2% | 5% | 3% | 4%
> CCCCN([C@H](CO)C(C)C)S(=O)(=O)c1ccccc1Br
    0% | . | . | . | . | . | 0% | -14% | 2% | .
> Cn1ncc2c(Nc3cc(Cl)cc(Cl)c3)ncnc21
    4% | -2% | 45% | -1% | 5% | -3% | -8% | 6% | 2% | -3%
> CCOC(=O)c1ccc2c(c1)NCc1cccc(OC)c1O2
    ? | 2.8µM* | 44% | 5.4µM* | -1% | 2.5µM* | 16% | -27% | ? | 20%
> O=S(=O)(Nc1cccc(-c2ccc(N3CCCCCC3)nn2)c1)c1ccc(C(F)(F)F)cc1
    ? | ? | 27% | 9.5µM* | 6% | 23% | ? | -7% | 34% | 4%
> Cc1ccc(NC(=O)COC(=O)c2cccc(OC(F)F)c2)cc1S(=O)(=O)N1CCCCC1
    -2% | -2% | . | 1% | . | -10% | -1% | 16% | -8% | .
> CC(C)(C)OC(=O)N1CC(O)CC1C(=O)OCC(=O)c1ccccc1 (stereo not drawn)
    -3% | -4% | 18% | 2% | -7% | -3% | -2% | 9% | -35% | 4%
> CCN=C1SC(C(=O)Nc2ccc(OCC)cc2)CC(=O)N1CC (stereo not drawn)
    -8% | -9% | 15% | 2% | -11% | -2% | -1% | 6% | -1% | -11%
> O=C(Nc1ccc(Cl)c([N+](=O)[O-])c1)Nc1nc2ccccc2s1
    -5% | 17% | 0% | ? | 4% | 18% | 7% | . | . | -1%
> COCCc1nc2ccc(C(=O)N(C)Cc3cccc(-n4cccn4)c3)cc2o1
    ? | 2.8µM* | 30% | 21µM* | -3% | 2.8µM* | 18% | 14% | ? | 28%
> CCCCNS(=O)(=O)c1ccc2nc(SCC(=O)c3ccccc3OC)[nH]c2c1
    -11% | -5% | 1% | 1% | 4% | -3% | 1% | . | -61% | -5%
> CC(=O)C(Sc1ccc2nnc(-c3ccc(F)cc3)n2n1)C(C)=O
    -5% | 4% | ? | -1% | 18% | 1% | -3% | 9% | 8% | -20%
> Cc1noc(C)c1COc1ccc(C(=O)N2CCCC(C(N)=O)C2)cc1 (stereo not drawn)
    0% | 5% | 27% | -1% | -4% | -17% | -2% | 5% | 1% | -13%
> S=C(Nc1ccc2[nH]ccc2c1)NC1CCCCC1
    11% | 2.5µM* | 11µM* | 13µM* | -7% | 2.5µM* | 8% | -37% | ? | -16%
> O=C(O)c1ccc(NC(=O)c2cc3ccccc3o2)cc1
    ? | ? | -45% | 2.1µM* | -1% | ? | -7% | ? | 77% | ?
> O=C(NCC1CCCO1)c1ccc(NS(=O)(=O)c2cccs2)cc1 (stereo not drawn)
    0% | -2% | 2% | -11% | -1% | 0% | -1% | -1% | 1% | -3%
> CC(C)(C)c1ccccc1OCC(=O)NCCCn1ccnc1
    -1% | 1% | 31% | 1% | -3% | 1% | -6% | 1% | -6% | 0%
> CSCC[C@H](NC(=O)c1ccco1)c1nnc2ccccn12
    -1% | -4% | -6% | -1% | 1% | 2% | ? | 3% | 1% | -15%
> COc1ccc(-n2nnc3c(SC(C(C)=O)C(=O)N(C)C)ncnc32)cc1 (stereo not drawn)
    3% | 27% | 0% | -13% | 17% | 4% | 0% | -8% | 27% | -7%
> CC(=O)N1CCc2cc(S(=O)(=O)N3CCCCC3C)ccc21 (stereo not drawn)
    5% | -7% | -11% | -2% | -1% | -1% | 0% | -5% | 20% | 12%
> CC1CCN(C(=O)C(=O)Nc2sc3c(c2C(=O)O)CC(C)(C)OC3)CC1
    0% | -2% | 18% | 2% | -15% | -20% | -3% | 2% | -5% | 3%
